# influenza NS1A: NS1A inhibition, H1N1 influenza, cell based functional assay (AID 504329). 340,000 tested, 0.3% active. inhibition, % at 12.5 µM, or IC50 in µM where a hit was titrated. NS1A functional cell-based assay, percent inhibition; higher % means a stronger effect; in the data active means a potency from the dose series; inconclusive means inhibition above about 27% without an active follow-up result; further: strong numbers were not always called active
# inhibitors of VEEV: inhibitors of VEEV TC-83 cytopathic effect, confirmation, Vero cells (AID 588727) | Vero cells, VEEV TC-83 cytopathic effect inhibition; higher % means a stronger effect | one-dose inhibition, % at 20 µM; IC50 in µM for titrated hits | 350,000 tested, 0.13% active; in the data active means a potency from the dose series; inconclusive means inhibition mostly from about 14% at the one dose, without a potency; inactive means the rest, 99 in 100 with inhibition below about 12%; further: strong numbers were not always called active
# M. tuberculosis: growth inhibition of non-replicating M. tuberculosis (AID 488890) | inhibition, % at 25 µM; hits with a dose series show IC50 in µM | Mycobacterium tuberculosis non-replicating, growth inhibition; higher % means a stronger effect | 320,000 tested, 0.39% active; in the data active means a potency from the dose series; inconclusive means inhibition mostly from about 82% at the one dose, without a potency; inactive means the rest, 99 in 100 with inhibition below about 76%;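 further: plate controls were DMSO cells for no effect and high antibiotic wells for full effect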
# Salmonella PhoP GFP: PhoP regulon inhibitors, Salmonella typhi PhoP promoter GFP reporter, confirmatory (AID 1850); Salmonella Typhi PhoP-promoter GFP reporter, fluorescence, 4 h; higher % means a stronger effect; inhibition, % at 50 µM, or IC50 in µM where a hit was titrated; 310,000 tested, 0.33% active; in the data active means a potency from the dose series; inconclusive means inhibition mostly from about 25% at the one dose, without a potency; inactive means the rest, 99 in 100 with inhibition below about 19%;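 further: 0% = induced wells with vehicle and 100% = uninduced wells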
# M. tuberculosis HTS: M. tuberculosis growth inhibition, HTS (AID 449762); M. tuberculosis H37Rv growth inhibition, 7H9 media; higher % means a stronger effect; one-dose inhibition, % at 25 µM; IC50 in µM for titrated hits; 330,000 tested, 0.59% active; in the data active means a potency from the dose series; inconclusive means inhibition above about 70% without an active follow-up result;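 further: bacterial growth assessed after seven days of incubation; strong numbers were not always called active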
# inhibitors of VEEV 10K pilot screen: second read-out of inhibitors of VEEV, no call of its own (marks repeat the call); inhibition, %; measured here: 10K pilot screen inhibition
# Active calls of the source: *; i = inactive; u = inconclusive; x = not tested or not shown; & = joins results of further samples.
SMILES,influenza NS1A,inhibitors of VEEV,M. tuberculosis,Salmonella PhoP GFP,M. tuberculosis HTS,others
CCOC(=O)Nc1cccc(OCC(=O)Nc2ccccc2OC)c1,0%,8.3%,i,-4%,u,
CCOc1ccc(NCc2cc3c(C(C)(C)C)nn(-c4ccccc4)c3[nH]c2=O)cc1,7%,4.9%,32%,-5%,u,
COc1ccc(/C=C2/SC(=O)N(CCC(=O)Nc3ccc(S(=O)(=O)Nc4nccs4)cc3)C2=O)cc1,-9%,10%,-13%,9%,4%,
N=c1oc2ccccc2cc1C(=O)N/N=C/c1ccccc1,7%,7.1%,-14%,1%,-7%,
CCC(C)SCc1nc2ccccc2[nH]1 (centres undefined),-10%,2.9%,14%,0%,5%,
COc1ccccc1CNC(=O)COC(=O)c1cc(=O)[nH]c2ccccc12,6%,0.5%,16%,x,-2%,
CCCCn1c(N)c(C(=O)OCCOC)c2nc3ccccc3nc21,x,6.9%,8%,10%,4%,
CCN(CC)c1ccc(C=C2C(=O)N(C)C(=S)N(C)C2=O)o1,14%,2.3%,4%,-11%,2%,
CN(Cc1c(F)cccc1Cl)C(=O)CNC(=O)c1sc2ccccc2c1Cl,9%,3.9%,8%,-19%,3%,
Cc1c(Cc2ccccc2)c(=O)oc2cc(OCC(N)=O)ccc12,-4%,1.4%,75%,0%,63%,
NS(=O)(=O)c1ccc(CCNC(=O)CSc2nc3ccccc3c(=O)n2CC2CCCO2)cc1 (centres undefined),-3%,4.5%,7%,-18%,3%,
COc1ccccc1C(=O)NCCC(=O)NC1CCCC(C)C1C (centres undefined),-14%,3.9%,-10%,10%,5%,
CCn1nc(C)c(CN2CCCC(CO)(Cc3ccccc3)C2)c1C (centres undefined),9%,i,-9%,11%,-4%,
COC(=O)c1ccc(=O)n(Cc2ccco2)c1,-1%,1.4%,-6%,-3%,0%,
CC1=Nc2cccc3cccc(c23)N1,3%,6.8%,41%,-10%,-6%,
Cc1cc2n(n1)C(c1ccccc1Cl)Nc1ccccc1-2 (centres undefined),3%,3.0%,10%,2%,-5%,
Cc1cccc(NCC(=O)N/N=C/c2ccc(Br)cc2)c1,-3%,1.0%,5%,0%,3%,
COc1cccc(NC(=S)N(CCc2c(C)[nH]c3ccccc23)Cc2cccs2)c1,1%,1.7%,23%,-1%,-9%,
COc1ccc(NC(=O)CSc2nnc(-c3cccc(O)c3)o2)cc1,15%,3.2%,33%,4%,-1%,
Cc1cc(NC(=O)c2cc(-c3ccco3)on2)no1,-5%,2.5%,x,-2%,x,

# 4 entries drawn at random from those above, as already listed:
SMILES,influenza NS1A,inhibitors of VEEV,M. tuberculosis,Salmonella PhoP GFP,M. tuberculosis HTS,others
Cc1cccc(NCC(=O)N/N=C/c2ccc(Br)cc2)c1,-3%,1.0%,5%,0%,3%,
COc1ccc(/C=C2/SC(=O)N(CCC(=O)Nc3ccc(S(=O)(=O)Nc4nccs4)cc3)C2=O)cc1,-9%,10%,-13%,9%,4%,
COC(=O)c1ccc(=O)n(Cc2ccco2)c1,-1%,1.4%,-6%,-3%,0%,
CCN(CC)c1ccc(C=C2C(=O)N(C)C(=S)N(C)C2=O)o1,14%,2.3%,4%,-11%,2%,

# (further entries)
SMILES,influenza NS1A,inhibitors of VEEV,M. tuberculosis,Salmonella PhoP GFP,M. tuberculosis HTS,others
Cc1cc(C(=O)Nc2cccc3c2O[C@H](CN(C)CC2CC2)[C@@H](C)CN([C@H](C)CO)C3=O)n(C)n1,-6%,0.4%,-9%,x,-8%,
C=CCOc1ccc(CN(C)CC(=O)Nc2ccc3c(c2)CCC3)cc1,-15%,0.7%,u,7%,u,
O=C(Nc1ccc(N2CCCCC2)cc1)c1cc(S(=O)(=O)N2CCOCC2)ccc1F,-8%,2.9%,1%,-2%,2%,
Cc1ccc(-c2cc(C(=O)Nc3ccc(S(=O)(=O)Nc4nccs4)cc3)c3ccccc3n2)c(C)c1,1%,3.6%,36%,-22%,u,inhibitors of VEEV 10K pilot screen=5.2
O=C(CN1C(=O)C(=O)c2ccccc21)c1ccccc1,4%,i,27%,1%,7%,
CS(=O)(=O)N(CC(=O)NC1CC2CCC1C2)c1cccc(C(F)(F)F)c1 (centres undefined),5%,i,-7%,-5%,-1%,
Cc1ccc(C)c(NC(=O)CSc2nnc(-c3ccncc3)o2)c1,x,i,-8%,-1%,-2%,
CCOc1ccc(C=NNc2ccc(S(=O)(=O)Nc3ccccc3C(=O)O)cc2[N+](=O)[O-])cc1OC,21%,5.9%,74%,x,4%,
CCOCCCN(C(=O)CNC(=O)c1ccco1)C(C(=O)NC1CCCC1)c1ccccc1C (centres undefined),16%,0.9%,-4%,-2%,0%,inhibitors of VEEV 10K pilot screen=0.5
CN(CC(=O)Nc1ccccc1Br)C(=O)c1ccccc1-c1nc2ccccc2s1,8%,10%,11%,-5%,4%,
CCC1(C)NC(C(=O)O)Cc2c1[nH]c1ccccc21 (centres undefined),-1%,i,-4%,6%,4%,
CCOC(=O)N1CCN(c2ncnc3scc(-c4ccc(Cl)cc4)c23)CC1,6%,8.3%,14%,-5%,9%,
CC(OC(=O)CN1C(=O)C2CCCCC2C1=O)C(=O)Nc1ncc(Cl)cc1Cl (centres undefined),7%,i,2%,3%,4%,
CCCCN(C)S(=O)(=O)c1ccc(C(=O)Nc2nnc(-c3cccs3)o2)cc1,x,x,u,7%,u,
Nc1ccc(CCS(N)(=O)=O)cc1,4%,1.4%,-13%,3%,-3%,
Cc1ccc(NC(=O)CNc2cccc(S(=O)(=O)N3CCCC3)c2)cc1F,-12%,7.5%,27%,7%,3%,
CC(C)c1ccc(OCC(=O)Nc2ccc3oc(=O)ccc3c2)cc1,8%,1.4%,u,-1%,u,
CC1CCC2(CC1)NC(=O)c1ccccc1O2 (centres undefined),-4%,3.2%,-17%,-2%,1%,
O=C(Nc1nccs1)c1ccc(-c2ccccc2Cl)o1,0%,2.2%,25%,-10%,u,
CCCCNC(=O)NS(=O)(=O)c1ccc(C)cc1,-3%,0.6%,-3%,-12%&-6%,-2%,
CC(C)(C)c1nnc(NC(=O)Cc2ccc(Br)cc2)s1,-3%,0.6%,-11%,-4%,-4%,
CCCCN(C(=O)c1ccc2c(c1)S(=O)(=O)N=C1CCCCCN12)c1c(N)n(CC(C)C)c(=O)[nH]c1=O,-8%,0.3%,x,x,x,
COc1ccc(N(CC(=O)N2CCN(c3ccccc3)CC2)S(=O)(=O)c2c(C)noc2C)cc1,0%,0.3%,20%,3%,-8%,inhibitors of VEEV 10K pilot screen=0.4
Cc1ccc(CC2CC(=O)N(c3ccc(Cl)cn3)C2=O)cc1 (centres undefined),11%,1.5%,-17%,-6%,1%,
Cc1ccccc1Cn1c(C(C)O)nc2ccccc21 (centres undefined),-12%,1.3%,-8%,5%,3%,
O=C(COc1ccc2c3c(c(=O)oc2c1)CCC3)N1CCCC1,-9%,i,-15%,1%,-5%,
Cc1cc(C)n2c(SCC(=O)NC3CCCCC3)nnc2n1,-13%,0.7%,-3%,4%,-2%,
CN(CCCS(=O)(=O)[O-])c1ccc(/C=C/c2ccc3ccccc3[n+]2C)cc1,-7%,i,19%,-3%,11%,
CN(CC(=O)Nc1cccc(S(=O)(=O)NC2=NCCC2)c1)Cc1cccc(F)c1,-15%,2.5%,12%,x,-7%,
COc1ccccc1NC(=O)CN1CCN(CC(=O)Nc2ccc(F)cc2)CC1,2%,3.3%,3%,3%,-4%,
C=CCN(C(=O)c1ccc(Cl)cc1)c1ccccc1C(=O)NCC(=O)O,-14%,3.4%,-12%,6%,3%,
COc1cccc(CN(CC2CCCO2)S(=O)(=O)c2ccc(S(=O)(=O)NCC3CCCO3)cc2)c1OC (centres undefined),7%,0.8%,13%,-3%,-16%,
CCCCN(CCCC)CCNC(=O)c1ccc2nc(-c3ccccc3NC(C)=O)c(=O)[nH]c2c1,3%,2.5%,4%,-3%,-1%,
Cc1ccc(C(=O)CCC(=O)OCc2nnc(-c3ccccc3)o2)cc1,4%,0.4%,72%,0%,5%,
Cc1nnc2ccc(-c3cccc(NS(=O)(=O)c4ccccc4[N+](=O)[O-])c3)nn12,-4%,2.1%,-5%,8%,-6%,
CCOC(=O)c1c(C)[nH]c(C)c1S(=O)(=O)N(C)CC(=O)N(C)Cc1ccccc1,1%,0.2%,5%,-8%,-9%,
COc1ccc(CCN2CC(C(=O)N3CCCCCC3)CCC2=O)cc1 (centres undefined),3%,0.1%,-4%,12%,-3%,
C=CC[C@H](CC(=O)N(CCO)Cc1ccccc1)C(=O)N[C@@H](C)COC(=O)[C@@H](CC=C)Cc1ccc(F)cc1,9%,0.7%,20%,x,-1%,
Cc1ccc(NC(=O)c2nc[nH]c2C(=O)N2CCN(c3ccccc3)CC2)cc1,-15%,5.8%,11%,-6%,0%,
Nc1nc(SCc2ccccc2)ns1,-3%,2.7%,30%,-19%,15%,

# Continued; it opens with the 3 that closed the last part.
SMILES,influenza NS1A,inhibitors of VEEV,M. tuberculosis,Salmonella PhoP GFP,M. tuberculosis HTS,others
C=CC[C@H](CC(=O)N(CCO)Cc1ccccc1)C(=O)N[C@@H](C)COC(=O)[C@@H](CC=C)Cc1ccc(F)cc1,9%,0.7%,20%,x,-1%,
Cc1ccc(NC(=O)c2nc[nH]c2C(=O)N2CCN(c3ccccc3)CC2)cc1,-15%,5.8%,11%,-6%,0%,
Nc1nc(SCc2ccccc2)ns1,-3%,2.7%,30%,-19%,15%,
Cc1cccc(NC2=NC3(CCCCC3)N=C(N)N2)c1,7%,2.7%,22%,37µM*,-6%,
Cc1c(Br)c([N+](=O)[O-])nn1CC(=O)Nc1nccs1,-12%,1.9%,4%,-4%,4%,
O=C(CCCCCn1c(=S)[nH]c2cc3c(cc2c1=O)OCO3)N1CCN(C2CCCCC2)CC1,4%,3.5%,21%,3%,32%,
C=CCOC(=O)C1=C(C)NC(SCC(=O)N(CC)CC)=C(C#N)C1c1ccccc1 (centres undefined),12%,i,0%,7%,-3%,
CCOc1ccc(Cn2c(O)cc(=O)[nH]c2=O)cc1,-3%,1.9%,12%,-8%,2%,
COc1ccc(NC(=O)COc2cc(O)c3c(c2)OC(C)(C)CC3=O)cc1,7%,1.1%,25%,12%,-9%,
CCc1c(C)nc2ncnn2c1N1CCCC(C(=O)NCc2ccc3c(c2)OCO3)C1 (centres undefined),1%,i,3%,-7%,-4%,
CCOC(=O)c1sc(/N=C/c2c(C)[nH]n(-c3ccccc3)c2=O)c(C#N)c1C,x,x,4%,-7%,-7%,
COCCCNC(=O)CN1C(=O)c2ccccc2C1=O,4%,2.0%,-10%,-8%,-9%,
Nc1c(-c2ccsc2)cnc2ncnn12,4%,0.7%,-35%,-4%,4%,
O=C(COc1ccc(S(=O)(=O)N2CCOCC2)cc1)NCc1ccco1,6%,8.1%,1%,-1%,-12%,
COC(=O)NN1C(=O)C(c2ccccc2)=C(c2ccc(Cl)cc2)C1=O,-1%,4.8%,8%,1%,8%,
Cc1cc(NS(=O)(=O)c2ccc(NC(=O)c3cc(-c4ccccc4Cl)nc4ccccc34)cc2)no1,-4%,1.6%,26%,0%,-8%,
COc1ccc(NC(=O)C(=O)NCCN2CCN(C(=O)C(c3ccccc3)c3ccccc3)CC2)cc1,0%,5.9%,35%,-2%,4%,
CC(=O)O/N=C(/c1nonc1N)N(C)C,4%,0.2%,-14%,5%,-5%,inhibitors of VEEV 10K pilot screen=0.4
CCc1cc(=O)oc2cc(OC(C)C(=O)NCC(O)c3ccccc3)c(Cl)cc12 (centres undefined),0%,i,7%,9%,3%,
CN=C1SC(CC(=O)Nc2cccc(C(F)(F)F)c2)C(=O)N1C (centres undefined),7%,2.5%,10%,-5%,6%,
Cc1csc2nc(CNC(=O)CCC(=O)O)cn12,-7%,0.3%,-23%,3%,2%,
CC/C(=N\NC(=O)c1ccc2c(c1)OCO2)C12CC3CC(CC(C3)C1)C2,1%,i,69%,0%,-4%,
COc1ccccc1/C=C/C=N\N1CCN(Cc2ccccc2Cl)CC1,-1%,1.3%,41%,-1%,4%,
COc1ccccc1NC(=O)CN1C(=O)COc2ccc(S(=O)(=O)N3CCC(C)CC3)cc21,-11%,9.0%,9%,3%,-1%,
CCc1nnc(NS(=O)(=O)c2ccc(NC(=O)c3ccc(Br)cc3)cc2)s1,-3%,i,70%,-2%,6%,
COc1ccc(C(C)=O)cc1CSc1nnc(SCc2cc(C(C)=O)ccc2OC)s1,x,x,-17%,-2%,-4%,
Cc1ccccc1N1C(=O)/C(=C/c2ccco2)C(=O)NC1=S,x,x,-12%,-3%,9%,
NS(=O)(=O)c1ccc(CCNC(c2ccccc2)c2ccccc2)cc1,4%,1.4%,12%,6%,-14%,
